Screens: PubChem, Broad Institute
TcdB inh: TcdB glycohydrolase inhibitors, primary screen, biochemical, single point, plate reader; TcdB glycohydrolase enzymatic assay; Toxin B (Clostridioides difficile), P18177; inhibition, % at 9.99 µM; hit rate 0.24% among 350,000; AID 652162, 2013; in the data active = inhibition above about 10%
Target sequence (P18177 whole entry, looked up): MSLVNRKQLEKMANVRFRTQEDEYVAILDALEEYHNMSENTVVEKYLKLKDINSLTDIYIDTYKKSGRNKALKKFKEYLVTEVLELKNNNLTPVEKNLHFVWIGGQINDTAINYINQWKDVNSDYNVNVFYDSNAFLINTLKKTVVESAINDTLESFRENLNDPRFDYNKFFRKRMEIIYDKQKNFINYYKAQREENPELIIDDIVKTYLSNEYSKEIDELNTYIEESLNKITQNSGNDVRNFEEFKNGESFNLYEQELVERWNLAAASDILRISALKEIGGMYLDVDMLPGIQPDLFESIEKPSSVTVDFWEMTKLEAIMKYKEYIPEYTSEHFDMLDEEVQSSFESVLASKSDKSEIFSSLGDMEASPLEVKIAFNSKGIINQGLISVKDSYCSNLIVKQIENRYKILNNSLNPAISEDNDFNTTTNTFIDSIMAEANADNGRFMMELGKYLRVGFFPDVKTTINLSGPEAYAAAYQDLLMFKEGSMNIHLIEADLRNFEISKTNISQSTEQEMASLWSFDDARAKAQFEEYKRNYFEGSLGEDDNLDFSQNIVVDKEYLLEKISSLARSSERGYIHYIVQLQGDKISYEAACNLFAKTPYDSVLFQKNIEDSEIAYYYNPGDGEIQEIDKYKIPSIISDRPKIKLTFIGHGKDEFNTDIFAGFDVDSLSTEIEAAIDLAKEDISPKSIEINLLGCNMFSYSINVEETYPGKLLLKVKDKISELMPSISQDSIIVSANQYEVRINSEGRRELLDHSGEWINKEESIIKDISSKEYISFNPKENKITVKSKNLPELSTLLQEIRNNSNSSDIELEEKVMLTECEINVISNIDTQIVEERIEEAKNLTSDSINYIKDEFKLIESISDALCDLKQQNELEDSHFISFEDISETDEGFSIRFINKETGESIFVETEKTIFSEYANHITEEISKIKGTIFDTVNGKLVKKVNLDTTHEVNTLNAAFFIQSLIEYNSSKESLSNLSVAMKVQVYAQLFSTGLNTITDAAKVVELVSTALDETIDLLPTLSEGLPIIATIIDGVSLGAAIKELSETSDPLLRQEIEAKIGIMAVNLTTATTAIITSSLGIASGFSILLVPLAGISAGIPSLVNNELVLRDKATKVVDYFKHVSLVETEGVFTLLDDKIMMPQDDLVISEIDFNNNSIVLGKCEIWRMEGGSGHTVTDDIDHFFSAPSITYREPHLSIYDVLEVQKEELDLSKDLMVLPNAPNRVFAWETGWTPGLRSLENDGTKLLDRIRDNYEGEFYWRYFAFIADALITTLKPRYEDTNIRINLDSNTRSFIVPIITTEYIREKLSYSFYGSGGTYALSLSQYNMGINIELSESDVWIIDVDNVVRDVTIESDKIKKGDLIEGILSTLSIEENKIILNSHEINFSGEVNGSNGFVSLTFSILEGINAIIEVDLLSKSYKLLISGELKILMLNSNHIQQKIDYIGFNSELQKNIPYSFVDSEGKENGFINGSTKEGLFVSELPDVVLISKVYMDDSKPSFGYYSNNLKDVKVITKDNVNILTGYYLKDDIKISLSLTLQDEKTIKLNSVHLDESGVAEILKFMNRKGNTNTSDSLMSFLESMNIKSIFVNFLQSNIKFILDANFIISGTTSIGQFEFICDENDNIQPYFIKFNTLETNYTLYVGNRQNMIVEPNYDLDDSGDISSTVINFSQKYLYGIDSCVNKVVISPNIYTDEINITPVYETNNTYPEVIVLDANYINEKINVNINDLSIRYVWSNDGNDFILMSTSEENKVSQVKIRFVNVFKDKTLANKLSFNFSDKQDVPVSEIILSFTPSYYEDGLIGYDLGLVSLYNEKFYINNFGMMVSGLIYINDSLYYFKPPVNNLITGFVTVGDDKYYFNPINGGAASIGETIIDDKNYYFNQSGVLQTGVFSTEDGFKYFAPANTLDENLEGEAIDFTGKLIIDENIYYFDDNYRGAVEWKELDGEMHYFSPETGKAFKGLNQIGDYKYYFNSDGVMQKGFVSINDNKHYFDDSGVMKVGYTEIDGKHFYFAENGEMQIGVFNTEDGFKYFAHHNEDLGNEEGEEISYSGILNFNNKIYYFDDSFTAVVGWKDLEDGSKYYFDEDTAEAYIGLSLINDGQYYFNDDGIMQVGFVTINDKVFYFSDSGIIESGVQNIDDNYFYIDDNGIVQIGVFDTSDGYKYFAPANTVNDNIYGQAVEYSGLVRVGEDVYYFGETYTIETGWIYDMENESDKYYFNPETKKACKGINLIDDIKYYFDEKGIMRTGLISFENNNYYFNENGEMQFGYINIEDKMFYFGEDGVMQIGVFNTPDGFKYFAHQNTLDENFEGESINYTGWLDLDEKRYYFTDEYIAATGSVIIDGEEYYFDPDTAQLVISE
* marks the source's active call; other numbers are inactive results. A portion of the library; count on the stated rates, not on these rows.

smiles	TcdB inh
C[C@H](CO)N1C[C@H](C)[C@@H](CN(C)Cc2ccc(C(F)(F)F)cc2)Oc2c(cccc2N(C)C)C1=O	-3.3
C[C@@H]1CN([C@H](C)CO)S(=O)(=O)c2ccc(C3=CCCC3)cc2O[C@H]1CN(C)C(=O)Cc1ccncc1	0.2
CN1C(=O)c2cc(NC(=O)c3cscn3)ccc2OC[C@H]2O[C@H](CC(=O)N3CCOCC3)CC[C@@H]21	0.3
C[C@H](CO)N1C[C@H](C)[C@@H](CN(C)Cc2ccc(Oc3ccccc3)cc2)Oc2ccc(NC(=O)Cc3ccccc3)cc2CC1=O	0.6
Cc1ccc(S(=O)(=O)N[C@@H]2CC[C@H](CCNC(=O)C3CCOCC3)O[C@@H]2CO)cc1	-6.8
CCCC#Cc1ccc2c(c1)O[C@H](CN(C)C(=O)CC)[C@@H](C)CN([C@@H](C)CO)S2(=O)=O	-0.6
O=C(Nc1cccc(F)c1)N1CC(=O)N2[C@H](CO)[C@@H](c3ccc(-c4ccc(F)cc4)cc3)[C@H]2C1	-6.5
COCC(=O)N1C[C@@H](C)[C@@H](OC)CN(C)C(=O)c2cc(NC(=O)c3cc(C)on3)ccc2OC[C@@H]1C	-9.0
CN1C(=O)c2cc(NC(=O)c3cccs3)ccc2OC[C@H]2O[C@H](CC(=O)NCCN3CCCCC3)CC[C@H]21	2.0
Cc1ccc(S(=O)(=O)N(C)C[C@@H]2OCCCC[C@H](C)Oc3ccc(NS(=O)(=O)c4cccs4)cc3C(=O)N([C@@H](C)CO)C[C@@H]2C)cc1	0.0
C[C@@H]1CN([C@@H](C)CO)C(=O)c2cc(NS(=O)(=O)c3cccs3)ccc2O[C@@H]1CN(C)C(=O)Nc1ccc2c(c1)OCO2	0.3
COCCNC(=O)C[C@@H]1CC[C@@H]2[C@H](COC[C@@H](O)CN2C(=O)Nc2ccc3c(c2)OCO3)O1	-0.7
Cc1ccc(S(=O)(=O)N(C)C[C@H]2OCCCC[C@@H](C)Oc3ccc(NC(=O)Nc4ccccc4)cc3C(=O)N([C@@H](C)CO)C[C@@H]2C)cc1	0.7
Cc1ccc(S(=O)(=O)Nc2ccc3c(c2)CC(=O)N([C@H](C)CO)C[C@@H](C)[C@@H](CN(C)S(=O)(=O)c2c(C)noc2C)O3)cc1	0.5
C[C@@H]1CCCCO[C@H](CN(C)C(=O)Nc2ccc3c(c2)OCO3)[C@H](C)CN([C@H](C)CO)C(=O)c2cc(NC(=O)CCC(F)(F)F)ccc2O1	-0.2
Cc1cccc(-c2ccc([C@@H]3[C@H](CO)N4CCCCN(C(=O)c5cccnc5)C[C@@H]34)cc2)c1	0.7
C[C@@H]1CN([C@@H](C)CO)S(=O)(=O)c2ccc(C3=CCCC3)cc2O[C@H]1CN(C)C(=O)c1ccc(F)cc1	0.6
C[C@H]1CN([C@@H](C)CO)C(=O)c2cccc(NC(=O)C3CCCCC3)c2O[C@H]1CN(C)Cc1ccncc1	0.7
COc1ccc(OC(=O)N(C)C[C@H]2OCc3cn(nn3)CCCC(=O)N([C@H](C)CO)C[C@H]2C)cc1	0.7
COc1ccc(CN(C)C[C@@H]2Oc3c(NS(=O)(=O)c4ccccc4)cccc3C(=O)N([C@H](C)CO)C[C@@H]2C)cc1	-0.6
C[C@H](CO)N1C[C@H](C)[C@H](CN(C)CC2CCCCC2)OCCCC[C@H](C)Oc2ccc(NS(=O)(=O)c3ccc(F)cc3)cc2C1=O	1.0
CCC(=O)N1[C@H](CO)[C@H](c2ccccc2)C12CN(C(=O)Nc1ccccc1F)C2	-9.0
C[C@@H]1CCCCO[C@H](CN(C)C(=O)Nc2ccc3c(c2)OCO3)[C@H](C)CN([C@H](C)CO)C(=O)c2cc(N(C)C)ccc2O1	-30
CC(C)CC#Cc1cnc2c(c1)C(=O)N([C@H](C)CO)C[C@H](C)[C@@H](CN(C)Cc1cncnc1)O2	1.4
CO[C@H]1CN(C)C(=O)c2cc(NC(=O)C3CC3)ccc2OC[C@@H](C)N(CC2CCCC2)C[C@@H]1C	0.2
C[C@H]1CN([C@@H](C)CO)C(=O)c2cc(Br)cnc2O[C@H]1CN(C)C(=O)c1ccccc1	-1.2
N#C[C@@H]1N[C@H](CO)[C@H]1c1ccc(C#CC2CCCCC2)cc1	1.1
Cc1ccccc1S(=O)(=O)N1CCCCN2[C@H](C1)[C@H](c1ccc(-c3ccccc3)cc1)[C@@H]2CO	-2.3
C[C@H](CO)N1C[C@H](C)[C@H](CN(C)S(=O)(=O)c2cccs2)Oc2ccc(NC(=O)Cc3ccccc3)cc2CC1=O	-4.3
COc1ccc(CNC(=O)C[C@H]2C=C[C@@H](NC(=O)CN(C)C)[C@H](CO)O2)cc1	0.5

Compounds listed so far with two or more sulfur atoms (4):
smiles	TcdB inh
Cc1ccc(S(=O)(=O)N(C)C[C@@H]2OCCCC[C@H](C)Oc3ccc(NS(=O)(=O)c4cccs4)cc3C(=O)N([C@@H](C)CO)C[C@@H]2C)cc1	0.0
C[C@@H]1CN([C@@H](C)CO)C(=O)c2cc(NS(=O)(=O)c3cccs3)ccc2O[C@@H]1CN(C)C(=O)Nc1ccc2c(c1)OCO2	0.3
Cc1ccc(S(=O)(=O)Nc2ccc3c(c2)CC(=O)N([C@H](C)CO)C[C@@H](C)[C@@H](CN(C)S(=O)(=O)c2c(C)noc2C)O3)cc1	0.5
C[C@H](CO)N1C[C@H](C)[C@H](CN(C)S(=O)(=O)c2cccs2)Oc2ccc(NC(=O)Cc3ccccc3)cc2CC1=O	-4.3

Later entries
smiles	TcdB inh
O=C(CCN1CCCCC1)N[C@H]1CC[C@H](CCNS(=O)(=O)c2ccc(Cl)cc2)O[C@@H]1CO	-1.4
O=C(C[C@@H]1C[C@@H]2c3cc(NC(=O)CC4CC4)ccc3O[C@@H]2[C@@H](CO)O1)NCCN1CCCCC1	-0.3
COc1ccc(S(=O)(=O)Nc2ccc3c(c2)OC[C@H](C)NC[C@H](C)[C@H](OC)CN(C)C3=O)cc1	-0.7
COc1ccc(NC(=O)Nc2ccc3c(c2)C(=O)N([C@@H](C)CO)C[C@@H](C)[C@H](CN(C)Cc2ccncc2)OCCCC[C@H](C)O3)cc1	0.7
COC1(C)CN(Cc2ccccc2Br)[C@H](/C=C/c2ccccc2)[C@H](Cc2ccccc2)O1 (some centres undefined)	-0.4
C[C@@H](NC(=O)C[C@H]1C[C@@H]2c3cc(NS(=O)(=O)c4ccc(F)cc4)ccc3O[C@@H]2[C@@H](CO)O1)c1ccccc1	-0.5
C[C@@H]1CN([C@@H](C)CO)S(=O)(=O)c2ccc(C#Cc3ccncc3)cc2O[C@@H]1CN(C)S(=O)(=O)c1ccc(F)cc1	-0.2
O=C(C[C@@H]1CC[C@@H]2[C@H](COC[C@H](O)CN2C(=O)c2cccnc2)O1)NCc1ccc(Cl)cc1	-8.9
O=C(NCc1ccccc1)[C@H]1[C@H](CO)[C@H]2Cn3c(cccc3=O)[C@@H]1N2C(=O)Cc1ccccn1	-0.1
C[C@@H]1CCCCO[C@@H](CN(C)C(=O)c2ccccc2)[C@H](C)CN([C@H](C)CO)C(=O)c2cc(NS(=O)(=O)c3ccccc3)ccc2O1	0.9
CCN1[C@@H]2c3ccc(-c4cccc(OC)c4)c(=O)n3C[C@H]1[C@H](CO)[C@H]2C(=O)N(C)C	0.0
C[C@@H]1CN([C@@H](C)CO)C(=O)c2cccc(NC(=O)C3CCOCC3)c2O[C@H]1CN(C)C(=O)Nc1cccc2ccccc12	0.6
O=S(=O)(c1ccc(F)cc1)N1CCCCN2[C@H](CO)[C@@H](c3ccc(C#CC4CC4)cc3)[C@H]2C1	-1.5
C[C@@H]1CN([C@@H](C)CO)C(=O)c2cc(C#Cc3ccccc3F)cnc2O[C@@H]1CN(C)C(=O)C1CCC1	2.0
CC(C)NC(=O)N(C)C[C@@H]1Oc2ccc(NC(=O)c3ccncc3)cc2C(=O)N([C@H](C)CO)C[C@@H]1C	0.5
CCC(=O)N1[C@@H](CO)[C@@H]2c3ccccc3N(S(=O)(=O)c3ccc(F)cc3)C[C@@H]21	-0.4
Cc1noc(C)c1NC(=O)N[C@H]1C=C[C@@H](CC(=O)Nc2ccccc2)O[C@@H]1CO	-0.1
O=S(=O)(N[C@@H]1CC[C@@H](CCn2cc(-c3cccc(F)c3)nn2)O[C@H]1CO)c1ccc(Cl)cc1	-0.7
C[C@H](CO)N1C[C@H](C)[C@H](CN(C)C(=O)Cc2ccncc2)Oc2cc(C#CC3CCCC3)ccc2S1(=O)=O	1.1
N#C[C@H]1[C@H](c2ccccc2-c2ccccc2)[C@@H](CO)N1C(=O)Cc1ccncc1	1.0
C[C@@H]1CN([C@H](C)CO)C(=O)CCCn2nncc2CO[C@@H]1CN(C)C(=O)Nc1cccc(Oc2ccccn2)c1	0.3
COc1ccccc1-c1cn(CC[C@@H]2CC[C@@H](NC(=O)c3cnccn3)[C@H](CO)O2)nn1	0.1
Cc1noc(C)c1C(=O)N(C)C[C@@H]1OCc2ccccc2-c2c(n(C)c3ccccc23)C(=O)N([C@H](C)CO)C[C@@H]1C	0.5
CC(C)CC#Cc1cnc2c(c1)C(=O)N([C@H](C)CO)C[C@@H](C)[C@H](CN(C)C(=O)Nc1cccc(F)c1)O2	-0.2
COc1ccc(NC(=O)N(C)C[C@H]2OCCCC[C@@H](C)Oc3ccc(NC(=O)CCC(F)(F)F)cc3C(=O)N([C@H](C)CO)C[C@@H]2C)cc1	0.0
COc1cccc(CN2CCCCN3[C@@H](CO)[C@H](c4ccc(C#Cc5cccnc5)cc4)[C@@H]3C2)c1	-3.6
C[C@H](CO)N1C[C@H](C)[C@H](CN(C)S(=O)(=O)c2cn(C)cn2)Oc2ncc(C#Cc3ccc(F)cc3)cc2C1=O	0.5
O=C(C[C@@H]1C[C@@H]2c3cc(NS(=O)(=O)c4ccc(F)cc4)ccc3O[C@@H]2[C@@H](CO)O1)N1CCCCC1	-0.7
C[C@H]1CN([C@@H](C)CO)C(=O)c2cc(NS(=O)(=O)c3ccc(Cl)cc3)ccc2O[C@@H]1CN(C)CC1CC1	0.4
CO[C@@H]1CN(C)C(=O)c2ccc(NC(=O)NC(C)C)cc2OC[C@H](C)N(C)C[C@@H]1C	0.4

Of the compounds above, these have bromine.
smiles	TcdB inh
C[C@H]1CN([C@@H](C)CO)C(=O)c2cc(Br)cnc2O[C@H]1CN(C)C(=O)c1ccccc1	-1.2
COC1(C)CN(Cc2ccccc2Br)[C@H](/C=C/c2ccccc2)[C@H](Cc2ccccc2)O1 (some centres undefined)	-0.4

Filtered by structure, the entries above containing a cyano group (2)
smiles	TcdB inh
N#C[C@@H]1N[C@H](CO)[C@H]1c1ccc(C#CC2CCCCC2)cc1	1.1
N#C[C@H]1[C@H](c2ccccc2-c2ccccc2)[C@@H](CO)N1C(=O)Cc1ccncc1	1.0

Later entries
smiles	TcdB inh
C[C@@H]1CN([C@@H](C)CO)S(=O)(=O)c2ccc(-c3cccc(F)c3)cc2O[C@@H]1CN(C)S(=O)(=O)c1ccccc1	-0.5
O=C(NC1CCCCC1)N1CC(=O)N2[C@H](CO)[C@@H](c3ccc(/C=C/c4ccccc4)cc3)[C@@H]2C1	0.0
CCCNC(=O)N1CCC2(CC1)CN(C(=O)Nc1ccc(F)cc1)[C@H](CO)c1[nH]c3cc(OC)ccc3c12	0.7
COCCNC(=O)c1cc2c(c(-c3cccc(-c4cccc(F)c4)c3)n1)[C@@H](CCO)N([S@](=O)C(C)(C)C)C2	-0.3
C[C@@H]1CCCCO[C@@H](CN(C)Cc2ccccc2)[C@H](C)CN([C@H](C)CO)C(=O)c2cc(NC(=O)Nc3ccc(C(F)(F)F)cc3)ccc2O1	0.8
COc1ccc(-c2ccc([C@H]3[C@H](C#N)N(C(=O)NC4CCCCC4)[C@H]3CO)cc2)cc1	1.2
CCCNC(=O)N1C[C@H](O)COC[C@@H]2O[C@@H](CC(=O)NCc3ccncn3)CC[C@H]21	-0.5
C[C@@H]1CN([C@H](C)CO)C(=O)c2cc(NC(=O)Nc3cccc4ccccc34)ccc2O[C@@H](C)CCCCO[C@@H]1CN(C)C(=O)Cc1ccccc1	-1.6
C[C@H](CO)N1C[C@H](C)[C@H](CN(C)S(=O)(=O)c2ccccc2)Oc2ccc(NC(=O)CCC(F)(F)F)cc2C1=O	0.5
COc1ccc(NC(=O)N(C)C[C@@H]2Oc3c(NS(=O)(=O)c4cn(C)cn4)cccc3C(=O)N([C@H](C)CO)C[C@H]2C)cc1	-0.7
COc1ccc(NC(=O)N(C)C[C@@H]2Oc3c(NS(=O)(=O)c4ccc(Cl)cc4)cccc3C(=O)N([C@@H](C)CO)C[C@H]2C)cc1	-0.7
C[C@H]1CCCCO[C@@H](CN(C)S(=O)(=O)c2ccc(F)cc2)[C@@H](C)CN([C@@H](C)CO)C(=O)c2cc(NC(=O)C3CCCCC3)ccc2O1	-0.3
Cc1nn(C)cc1NC(=O)C[C@H]1CC[C@@H]2[C@H](COc3ccc(NC(=O)C4CCC4)cc3C(=O)N2C)O1	-0.5
C[C@H](O)C#Cc1ccc2c(c1)O[C@@H](CN(C)Cc1ccccc1)[C@H](C)CN([C@H](C)CO)S2(=O)=O	-0.4
C[C@@H]1CN([C@H](C)CO)C(=O)c2cccc(NS(C)(=O)=O)c2O[C@@H]1CN(C)Cc1ccc(C(F)(F)F)cc1	0.3
C[C@H](CO)N1C[C@H](C)[C@@H](CN(C)S(=O)(=O)c2cn(C)cn2)OCc2ccccc2-c2ccccc2C1=O	-1.1
COc1cccc(NC(=O)N(C)C[C@H]2Oc3ncc(C#Cc4ccccc4)cc3C(=O)N([C@H](C)CO)C[C@@H]2C)c1	-0.6
Cc1ccc(-c2cnc3c(c2)C(=O)N([C@H](C)CO)C[C@@H](C)[C@H](CN(C)C)O3)cc1	0.8
